Bioassay records from PubChem BioAssay.
Myeloid diff MLP – induction of myeloid progenitor differentiation, primary screen, cell-based, flow cytometry, MLPCN library. AID 624256, 2012. calls only at 10 µM. ER-HoxA9 myeloid progenitors, lysozyme-GFP differentiation. hit rate 1% among 360,000;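 active = normalized GFP-positive differentiation at or above the plate's own cutoff, the solvent-only control mean plus 3 SD; inconclusive = no clear call, values can overlap the other calls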;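 also: cells exposed to compound for four days before flow analysis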
XIAP antagonists – XIAP antagonists, biochemical, IAP family, fluorescence polarization (AID 1018); hit rate 0.007% among 200,000; XIAP BIR domain, fluorescence polarization peptide displacement; higher % means a stronger effect; E3 ubiquitin-protein ligase XIAP (Homo sapiens); displacement, % at 20 µM; hits with a dose series show IC50 in µM; in the data active = displacement above about 50%; also: a part of the inactive calls stands beside numbers as strong as those of hits
NOD2 inhibition – NOD2 signaling inhibitors, cell-based, luminescence, uHTS, HEK293 (AID 1566); HEK293 NOD2/NF-kB luciferase reporter, luminescence; higher % means a stronger effect; inhibition, % at 4 µM; hits with a dose series show EC50 in µM; hit rate 0.63% among 290,000; also: many of its hits are not listed in these tables
Hep lipid drop – inhibitors of hepatocyte lipid droplet formation, primary screen, imaging, high-throughput imaging, BODIPY stain; hit rate 0.4% among 240,000; inhibition, % at 6.5 µM; AML12 mouse hepatocytes, oleate lipid droplets;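 active = lipid droplet intensity inhibited by at least 50%, with more than 500 cells counted; inconclusive = wells with under 300 cells, treated as cytotoxic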
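Assay system: AML12 mouse liver cells | Compound dosing: One dose, 6.5 µM compound | Read-out basis: Droplet intensity reduction, % inhibition | Measured by: Fluorescence imaging, 20x objective, two fields per well | Schedule: Overnight treatment with compound plus oleate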
LYP phosphatase – inhibitors of LYP phosphatase, biochemical, fluorescence intensity, uHTS (AID 1779). Tyrosine-protein phosphatase non-receptor type 22 (Homo sapiens). recombinant LYP phosphatase, fluorescence intensity; higher % means a stronger effect. inhibition, % at 11.5 µM, or IC50 in µM where a hit was titrated. hit rate 0.054% among 290,000;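 also: plate controls were vehicle with enzyme for no effect and no enzyme for full effect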
AID2073 – inhibitors of Mint1-CaV2.2 protein interaction, biochemical, HTRF (AID 2073) | HTRF protein-protein interaction, Mint1-CaV2.2; higher % means a stronger effect | one-dose inhibition, % at 20 µM; IC50 in µM for titrated hits | hit rate 0.19% among 290,000; in the data active = inhibition mostly above about 51%, no sharp cut-off; inconclusive = no clear call, values can overlap the other calls; inactive = mostly below about 53%; also: some results filed as inactive read as strong as hits
SIAH1 antagonists – Siah-1 peptide-binding antagonists, primary screen, biochemical, fluorescence polarization, rhodamine-plectin, uHTS (AID 1817). E3 ubiquitin-protein ligase SIAH1 (Homo sapiens). Siah-1 / rhodamine-plectin peptide fluorescence polarization; higher % means a stronger effect. displacement, % at 20 µM, or IC50 in µM where a hit was titrated. hit rate 0.02% among 290,000;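 active = displacement of at least 50% at 20 µM, with a fluorescence ratio check between 0.3 and a set limit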;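 also: plate controls were Siah plus tracer with DMSO for no effect and tracer alone without Siah for full effect; strong numbers were not always called active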
Dengue-2 NS5 capping – Dengue-2 NS5 methyltransferase inhibitors, primary screen, biochemical, confirmation dose response (AID 588689); Genome polyprotein (Dengue virus type 2 (strain 16681-PDK53)); Dengue-2 NS5 methyltransferase capping enzyme assay, biochemical; higher % means a stronger effect; inhibition, % at 25 µM; hits with a dose series show IC50 in µM; hit rate 0.3% among 340,000; in the data active = a potency from the dose series; inconclusive = inhibition above about 29% without an active follow-up result
HIV peptide binding – inhibitors of HIV fusion peptide binding, primary screen, biochemical, uHTS, fluorescence dequenching (AID 1986). inhibition, % at 20 µM, or IC50 in µM where a hit was titrated. hit rate 0.3% among 290,000. cell-free peptide binding, fluorescence dequenching, 30 min; higher % means a stronger effect; in the data active = inhibition mostly above about 52%, no sharp cut-off; inactive = mostly below about 76%; also: some results filed as inactive read as strong as hits
Hep lipid drop cells 6.5 µM – second read-out of Hep lipid drop, no call of its own (marks repeat the call); cell count; measured here: cell count, cytotoxicity flag;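 cells counted across two imaged fields per well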
Myeloid diff MLP GFP+ MAC1+ % – also measured in Myeloid diff MLP; calls as there; GFP+ MAC1+ double positive, %; measured here: differentiation confirmed by MAC1 staining
An asterisk follows results filed as active. Rule as the data show it, unless noted: active = inhibition above about 50%; inactive = the rest. The list is partial. The share of hits here may be higher or lower than overall.

Preview:
For CN(C)S(=O)(=O)c1ccc(NC(=O)CN2CCCc3ccccc32)cc1 the results were Myeloid diff MLP inactive, XIAP antagonists -7.9%, NOD2 inhibition -4%, Hep lipid drop 33, LYP phosphatase -4%, AID2073 -4%, SIAH1 antagonists -4%, Dengue-2 NS5 capping -15%, HIV peptide binding 0.0%, Hep lipid drop cells 6.5 µM 645 and Myeloid diff MLP GFP+ MAC1+ % 1.3.
`NC(=O)c1c(NC(=O)c2cccnc2)sc2c1CCCCC2` gave Myeloid diff MLP inactive, NOD2 inhibition -20%, Hep lipid drop 8, LYP phosphatase -3%, AID2073 -24%, SIAH1 antagonists -1%, Dengue-2 NS5 capping 5%, HIV peptide binding -0.4%, Hep lipid drop cells 6.5 µM 843 and Myeloid diff MLP GFP+ MAC1+ % 0.6.

All compounds of this part, from the first entry:
For CN(C)S(=O)(=O)c1ccc(NC(=O)CN2CCCc3ccccc32)cc1 the results were Myeloid diff MLP inactive, XIAP antagonists -7.9%, NOD2 inhibition -4%, Hep lipid drop 33, LYP phosphatase -4%, AID2073 -4%, SIAH1 antagonists -4%, Dengue-2 NS5 capping -15%, HIV peptide binding 0.0%, Hep lipid drop cells 6.5 µM 645 and Myeloid diff MLP GFP+ MAC1+ % 1.3.
`NC(=O)c1c(NC(=O)c2cccnc2)sc2c1CCCCC2` gave Myeloid diff MLP inactive, NOD2 inhibition -20%, Hep lipid drop 8, LYP phosphatase -3%, AID2073 -24%, SIAH1 antagonists -1%, Dengue-2 NS5 capping 5%, HIV peptide binding -0.4%, Hep lipid drop cells 6.5 µM 843 and Myeloid diff MLP GFP+ MAC1+ % 0.6.
Screening COC(=O)C1CCN(Cc2cc(=O)oc3cc(OC)ccc23)CC1 returned Myeloid diff MLP inconclusive, XIAP antagonists -3.5%, NOD2 inhibition 7%, Hep lipid drop 5, LYP phosphatase -16%, AID2073 0%, SIAH1 antagonists 2%, Dengue-2 NS5 capping -8%, HIV peptide binding 0.7% and Hep lipid drop cells 6.5 µM 782.
For CC(=O)NNC(=O)CCn1nnc2ccccc21 the results were Myeloid diff MLP inactive, XIAP antagonists -6.0%, NOD2 inhibition 3%, Hep lipid drop 1, LYP phosphatase -4%, AID2073 10%, SIAH1 antagonists 10%, Dengue-2 NS5 capping -2%, HIV peptide binding -1.4%, Hep lipid drop cells 6.5 µM 723 and Myeloid diff MLP GFP+ MAC1+ % 0.4.
For Cc1cc(OC(=O)c2cccs2)ccc1C(C)C the results were Myeloid diff MLP inactive, XIAP antagonists -4.8%, NOD2 inhibition 2%, Hep lipid drop 4, LYP phosphatase 1%, AID2073 -4%, SIAH1 antagonists 2%, Dengue-2 NS5 capping -1%, HIV peptide binding 1.3%, Hep lipid drop cells 6.5 µM 781 and Myeloid diff MLP GFP+ MAC1+ % 1.1.
`COc1cccc(CC(NC(C)=O)C(=O)NC2CCN(C(=O)c3ccc(Cl)cc3)CC2)c1OC` (centres undefined) gave Myeloid diff MLP inactive, NOD2 inhibition 1%, Hep lipid drop -14, LYP phosphatase -3%, AID2073 28%, SIAH1 antagonists 6%, Dengue-2 NS5 capping -1%, HIV peptide binding -0.7%, Hep lipid drop cells 6.5 µM 805 and Myeloid diff MLP GFP+ MAC1+ % 0.2.
`Cn1nc(C(F)(F)F)c(-c2cccc(C(F)(F)F)c2)c1NC(=O)Nc1ccc(F)cc1` gave Myeloid diff MLP inactive, NOD2 inhibition 2%, Hep lipid drop 69*, LYP phosphatase -4%, AID2073 -6%, SIAH1 antagonists -2%, HIV peptide binding -1.1%, Hep lipid drop cells 6.5 µM 744* and Myeloid diff MLP GFP+ MAC1+ % 0.6.
`Cc1ccc(OC/C(=N\O)C(C)(C)C)c([N+](=O)[O-])c1` gave Myeloid diff MLP inactive, XIAP antagonists -6.6%, NOD2 inhibition -39%, Hep lipid drop 7, LYP phosphatase 2%, AID2073 -11%, SIAH1 antagonists 10%, Dengue-2 NS5 capping 1%, HIV peptide binding -0.8%, Hep lipid drop cells 6.5 µM 733 and Myeloid diff MLP GFP+ MAC1+ % 0.4.
Screening COc1ccc(C(=S)N2CCOCC2)cc1OC(=O)c1ccc([N+](=O)[O-])cc1 returned Myeloid diff MLP inactive, NOD2 inhibition -2%, Hep lipid drop 21, LYP phosphatase -3%, AID2073 -9%, SIAH1 antagonists -6%, Dengue-2 NS5 capping 4%, HIV peptide binding -0.4%, Hep lipid drop cells 6.5 µM 799 and Myeloid diff MLP GFP+ MAC1+ % 0.7.
For Cc1ccccc1OCCN(C#N)c1nc(N(C)C)nc(N(C)C)n1 the results were Myeloid diff MLP inactive, XIAP antagonists -4.5%, NOD2 inhibition -13%, Hep lipid drop -1, LYP phosphatase 2%, AID2073 -8%, SIAH1 antagonists -7%, Dengue-2 NS5 capping -4%, HIV peptide binding -1.4%, Hep lipid drop cells 6.5 µM 692 and Myeloid diff MLP GFP+ MAC1+ % 0.0.
Screening COc1ccc(NS(=O)(=O)c2ccc(N)c(C(=O)O)c2)cc1 returned Myeloid diff MLP inactive, XIAP antagonists -1.9%, NOD2 inhibition 17%, LYP phosphatase -4%, AID2073 -3%, SIAH1 antagonists -2%, Dengue-2 NS5 capping -5%, HIV peptide binding 1.8% and Myeloid diff MLP GFP+ MAC1+ % 1.0.
For COc1cccc(/C=N\NC(=O)C2C(=O)NCC2c2ccccc2)c1O (centres undefined) the results were Myeloid diff MLP inactive, XIAP antagonists 1.5%, NOD2 inhibition 8%, LYP phosphatase 0%, AID2073 24%, SIAH1 antagonists 1%, HIV peptide binding 0.0% and Myeloid diff MLP GFP+ MAC1+ % 0.3.
Screening CN(C)S(=O)(=O)N1CCC(Oc2cccc(C(=O)N3CCCCCC3)c2)CC1 returned Myeloid diff MLP inactive, NOD2 inhibition 14%, Hep lipid drop 0, LYP phosphatase -7%, AID2073 7%, SIAH1 antagonists 8%, Dengue-2 NS5 capping 1%, HIV peptide binding -1.2%, Hep lipid drop cells 6.5 µM 699 and Myeloid diff MLP GFP+ MAC1+ % 1.0.
`O=C(c1ccncc1)N1CCN(c2ccc(F)cc2)CC1` gave Myeloid diff MLP inactive, XIAP antagonists -14%, NOD2 inhibition 2%, Hep lipid drop -8, LYP phosphatase -8%, AID2073 -3%, SIAH1 antagonists 2%, Dengue-2 NS5 capping -3%, HIV peptide binding -3.4%, Hep lipid drop cells 6.5 µM 743 and Myeloid diff MLP GFP+ MAC1+ % 0.5.
CCOc1ccc(NC(=O)NC(C)CC)cc1 (centres undefined) was read as Myeloid diff MLP inactive, XIAP antagonists -5.5%, NOD2 inhibition -17%, Hep lipid drop -1, LYP phosphatase -11%, AID2073 -1%, SIAH1 antagonists -3%, HIV peptide binding -1.9%, Hep lipid drop cells 6.5 µM 661 and Myeloid diff MLP GFP+ MAC1+ % 0.1.
`CCC(Sc1nc2c(cnn2-c2ccccc2)c(=O)[nH]1)C(=O)OC` (centres undefined) gave Myeloid diff MLP inactive, XIAP antagonists -2.9%, NOD2 inhibition 28%, LYP phosphatase -10%, AID2073 -5%, SIAH1 antagonists -1%, Dengue-2 NS5 capping -3%, HIV peptide binding -2.6% and Myeloid diff MLP GFP+ MAC1+ % 0.8.
Screening COc1ccc(C(=O)NNC(=O)C(=O)Nc2ccc(C)c(Cl)c2)cc1 returned Myeloid diff MLP inactive, XIAP antagonists -8.8%, NOD2 inhibition 1%, Hep lipid drop 0, LYP phosphatase -5%, AID2073 15%, SIAH1 antagonists 0%, Dengue-2 NS5 capping 5%, HIV peptide binding -1.6%, Hep lipid drop cells 6.5 µM 685 and Myeloid diff MLP GFP+ MAC1+ % 0.2.
For COc1cccc(-c2nc(CS(=O)(=O)CC(=O)NC3CC3)c(C)o2)c1 the results were Myeloid diff MLP inactive, NOD2 inhibition 8%, Hep lipid drop -4, LYP phosphatase -8%, AID2073 -5%, SIAH1 antagonists 1%, Dengue-2 NS5 capping -4%, HIV peptide binding 0.7%, Hep lipid drop cells 6.5 µM 699 and Myeloid diff MLP GFP+ MAC1+ % 1.0.
For Cc1[nH]c2ccc(Br)cc2c(=S)c1C/C=C/Cl the results were Myeloid diff MLP inactive, NOD2 inhibition 15%, Hep lipid drop -6, LYP phosphatase -4%, AID2073 21%, SIAH1 antagonists 3%, Dengue-2 NS5 capping 0%, HIV peptide binding 3.8%, Hep lipid drop cells 6.5 µM 767 and Myeloid diff MLP GFP+ MAC1+ % 0.3.
COc1ccc(NC2CCCN(C(=O)c3ccc4[nH]c(C)c(C)c4c3)C2)cc1 (centres undefined) was read as Myeloid diff MLP inactive, NOD2 inhibition 4%, Hep lipid drop -18, LYP phosphatase -6%, AID2073 -6%, SIAH1 antagonists 1%, Dengue-2 NS5 capping 4%, HIV peptide binding -0.8%, Hep lipid drop cells 6.5 µM 720 and Myeloid diff MLP GFP+ MAC1+ % 5.6.
`CCc1nccn1S(=O)(=O)c1cc(C)c(OC)cc1C` gave Myeloid diff MLP inactive, XIAP antagonists -6.6%, NOD2 inhibition 0%, Hep lipid drop 6, LYP phosphatase -8%, AID2073 -7%, SIAH1 antagonists 2%, Dengue-2 NS5 capping -6%, HIV peptide binding 0.9%, Hep lipid drop cells 6.5 µM 748 and Myeloid diff MLP GFP+ MAC1+ % 5.5.
Cc1sc(NC(=O)c2ccco2)nc1-c1ccccc1 was read as Myeloid diff MLP inactive, XIAP antagonists -2.2%, NOD2 inhibition -128%, Hep lipid drop -4, LYP phosphatase 1%, AID2073 12%, SIAH1 antagonists 1%, Dengue-2 NS5 capping 5%, HIV peptide binding -1.8%, Hep lipid drop cells 6.5 µM 642 and Myeloid diff MLP GFP+ MAC1+ % 0.2.
Screening O=C(c1cc2cc(Cl)ccc2oc1=O)N1CCCC1 returned Myeloid diff MLP inactive, XIAP antagonists -2.9%, NOD2 inhibition 9%, Hep lipid drop -2, LYP phosphatase -4%, AID2073 -6%, SIAH1 antagonists -4%, Dengue-2 NS5 capping -4%, HIV peptide binding 0.3%, Hep lipid drop cells 6.5 µM 775 and Myeloid diff MLP GFP+ MAC1+ % 1.2.
For COc1ccc(OC)c(NC(=S)NCCCN2CCOCC2)c1 the results were Myeloid diff MLP inactive, XIAP antagonists -2.6%, NOD2 inhibition 15%, Hep lipid drop 17, LYP phosphatase -5%, AID2073 -12%, SIAH1 antagonists -8%, Dengue-2 NS5 capping -1%, HIV peptide binding -1.2%, Hep lipid drop cells 6.5 µM 650 and Myeloid diff MLP GFP+ MAC1+ % 0.3.
For O=C(CSC1CCCCC1)Nc1nccs1 the results were Myeloid diff MLP inactive, XIAP antagonists -1.9%, NOD2 inhibition -3%, LYP phosphatase -8%, AID2073 -7%, SIAH1 antagonists -1%, Dengue-2 NS5 capping 3%, HIV peptide binding 8.0% and Myeloid diff MLP GFP+ MAC1+ % 0.5.
